High-throughput results: PubChem, Sanford-Burnham Center for Chemical Genomics
TAG inh – inhibitors of triacylglycerol accumulation, primary screen, cell-based, uHTS, fluorescence, H9c2; 230,000 compounds, 0.66% hits; H9c2 cells, Nile Red lipid (TAG) fluorescence; cells loaded with 200 µM oleic acid; AID 651582, 2012; inhibition, % at 12.5 µM;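 active means pattern-corrected inhibition of lipid staining of at least 50% with the nuclear-stain viability signal not falling by more than 50%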;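 further: 0% = DMSO wells and 100% = triacsin C control wells; some results filed as inactive read as strong as hits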
TAG inh DAPI viability – recorded beside TAG inh, whose call it bears; DAPI nuclei signal change (viability), lower = more cytotoxic, %;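 whole-well DAPI fluorescence read on a plate reader as a viability signal; minus 50 percent equals half of cells still viable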
Active calls of the source: *.

Compound | TAG inh | TAG inh DAPI viability
O=C(NN1C(=O)/C(=C/c2ccc(O)c([N+](=O)[O-])c2)SC1=S)c1ccccc1Cl | 3 | -7
Cc1ccc(-c2nn3c(C)nnc3s2)cc1NC(=O)c1ccc(Br)o1 | -2 | -9
OCC[C@H]1C[C@@H](O)[C@H](O)[C@@]2(Cc3ccccc3CO2)O1 | -2 | -2
Cc1nc2nc(COc3ccccc3)nn2c(C)c1Cl | -63 | 7
Cn1cnc([N+](=O)[O-])c1Nc1cccc(O)c1 | 8 | 1
Cc1cccc(C)c1OCc1n[nH]c(=S)n1-c1ccccc1 | 24 | -6
Cc1cc(N2CC(C)OC(C)C2)nc2ccccc12 (stereo unspecified) | 9 | 5
COc1ccc(S(=O)(=O)c2nnn(-c3cccc(Cl)c3)c2N)cc1 | -8 | -2
CN(C)c1ccc(NC(=O)Nc2cccc3ccccc23)cc1 | -22 | 2
O=C(CSc1ccc2ccccc2n1)NC1CC1 | -18 | 4
CCC(=O)C1CCCN(C(=O)c2ccc(OC3CCN(C(=O)CCOC)CC3)cc2)C1 (stereo unspecified) | -6 | -1
Cc1cc(C)nc(SCC(CSc2nc(C)cc(C)n2)C(=O)O)n1 | 14 | -14
C/C(=N\NC(=O)c1nn(C)cc1Br)c1cccc(NC(=O)C(C)(C)C)c1 | 11 | -13
CC(=O)Nc1ccc(S(=O)(=O)N(C)c2ccc(O)cc2)cc1 | 13 | -10
COc1ccc(NC2=NCCC(=O)N2Cc2cccs2)cc1 | 9 | -19
CN1C(=S)SC(N2OC3C(=O)N(c4ccccc4)C(=O)C3C2c2ccc(Cl)cc2)C1(C)C (stereo unspecified) | 7 | 4
COc1ccc(/C=C/C(=O)OCc2csc(-c3ccccc3)n2)cc1OC | 0 | -7
CCCCCCN1C[C@H](n2cc(COC(=O)c3ccccc3)nn2)[C@@H](O)C[C@@H]1c1ccc(OC)cc1 | -13 | 10
CCOc1ccc(Nc2nc3cc(S(=O)(=O)CC)ccc3o2)cc1 | -3 | -8
CN(C)S(=O)(=O)N(CC(=O)NCCSCc1ccc(Cl)cc1)c1ccccc1 | -14 | 12
O=C(COC(=O)/C=C/c1ccc([N+](=O)[O-])cc1)NCc1ccc2c(c1)OCO2 | -9 | 0
CCOC(=O)CCNC(=O)N1CCCC(N2CCN(c3ccc(OC)cc3)CC2)C1 (stereo unspecified) | 4 | -1
COc1ccc(N2CC(C(=O)Nc3nnc(SCC(=O)Nc4ccc(NC(C)=O)cc4)s3)CC2=O)cc1 (stereo unspecified) | 17 | -7
COC(=O)[C@@]12CCCCN1[C@H](c1ccc(-c3ccc4c(c3)OCO4)cc1)[C@H]1C(=O)N(C)C(=O)[C@H]12 | -16 | 2
CCOc1ccc2c(C)c(Cl)c(=O)oc2c1 | -1 | 25
CC(C)(C)S(=O)(=O)c1cnc(N2CCOCC2)nc1N | -6 | 0
CCOc1ccc(CN2CCCC(CO)(Cc3ccc(F)cc3)C2)cc1 (stereo unspecified) | -12 | 3
CC(C)CN(C(=O)c1ccc([N+](=O)[O-])s1)c1c(N)n(Cc2ccccc2)c(=O)[nH]c1=O | -4 | -1
CCCn1c(SCC(=O)OCC)nc(C(F)(F)F)cc1=O | 7 | -10
CC(=O)Nc1cccc(S(=O)(=O)N2CCCCCC2)c1 | -7 | 8
CCn1nc(C)cc1C(=O)N(C)C1CCCN(Cc2ccccc2F)C1 (stereo unspecified) | -1 | -6
O=S(=O)(c1cccc(-c2nc3n(n2)Cc2ccccc2-3)c1)N1CCCCC1 | -2 | 1
COc1ccc(C(=O)O/N=C(\N)Cc2ccc(Cl)cc2Cl)cc1OC | 2 | 2
Nc1ncnc2c1nc(N1CCCCC1)n2[C@@H]1O[C@H](CO)[C@@H](O)[C@H]1O | -9 | 3
Cn1nc(C(F)(F)F)cc1-c1ccc(S(N)(=O)=O)s1 | 1 | 10
O=C(COc1ncnc2ccccc12)Nc1ccc(S(=O)(=O)N2CCOCC2)cc1 | 1 | 2
CCCCCCCCNS(=O)(=O)CCNC1CC1 | 6 | -5
COc1ccc(C)cc1Nc1nc(-c2c[nH]c3ccccc23)cs1 | 12 | -9
CC(C)(C)NC(=O)Cn1nnc(-c2ccccc2NC(=O)c2cnccn2)n1 | -2 | 5
COc1ccc(CC2(CO)CCN(Cc3cccc4nccnc34)CC2)cc1 | 9 | -6
Cc1ccc(CNC(=O)CSCc2ccccc2)cc1 | 6 | 1
O=C(NCC1CC1)c1onc(CSc2ccncc2)c1C(=O)NCC1CC1 | 50* | -35*
O=C1CC(N2CCSCC2)C(=O)N1c1ccc(F)cc1 (stereo unspecified) | 4 | 6
O=[N+]([O-])c1ccc(Oc2cccc(F)c2)c2ccncc12 | -10 | 3
Cc1[nH]c2ccc(Br)cc2c(=O)c1CN1CCOCC1 | 2 | 3
Cc1ncsc1CCOC(=O)c1ccccc1 | 3 | -7
O=CN1CCN(C(=O)c2ccc3c(c2)OCO3)CC1 | 13 | -2
O=C(O)C1CCCCN1S(=O)(=O)c1ccccc1 (stereo unspecified) | -6 | -10
N=c1c2c(-c3ccccc3)c(-c3ccccc3)n(Cc3ccco3)c2ncn1CCN1CCOCC1 | 23 | -2
O=C(O)COc1ccc(-c2nnn(Cc3ccccc3F)n2)cc1 | -5 | 1
COc1ccc(CCC(=O)NNC(=O)c2cccs2)cc1 | -33 | 6
O=C1NC(=S)S/C1=C1\Sc2ccccc2N1CCCS(=O)(=O)O | 11 | 7
CCn1nnnc1SCC(=O)N1CCOCC1 | -14 | 5
O=C(CCc1ccccc1)Nc1nc2ccc(S(=O)(=O)N3CCOCC3)cc2s1 | 6 | 0
CCCOc1ccc(N2C(=O)CC(N(CCOC34CC5CC(CC(C5)C3)C4)C(C)=O)C2=O)cc1 (stereo unspecified) | 9 | -3
O=C(NCc1ccccc1)c1nc[nH]c1C(=O)NCc1ccccc1 | -6 | 6
CC(C)(c1ccccc1)c1ccc(OCc2ccc(C(=O)O)o2)cc1 | 9 | 1
COc1ccccc1-c1nc(SCC(=O)NCc2ccco2)c2c(=O)n(C)c(=O)n(C)c2n1 | 16 | 2
CCOc1cc2c(cc1OCC)C(c1ccc(F)cc1)NCC2 (stereo unspecified) | 3 | -2
O=C1CCC(/C=C/c2ccccc2)=NN1Cc1ccc(F)cc1 | -9 | -13

Continued:
Compound | TAG inh | TAG inh DAPI viability
CC(Oc1ccccc1)C(=O)NC1=NCCS1 (stereo unspecified) | 3 | 5
O=C(CSc1n[nH]c(=O)n1-c1cccnc1)Nc1ccccc1 | -4 | 9
COc1ccccc1-c1csc(C(C)(O)c2ccccc2)n1 (stereo unspecified) | -18 | 6
Cc1cc(C)n(-c2nc3ccccc3c(=O)n2OC2CCCCC2)n1 | -13 | 40
CCNC(=O)C1CCCN(C(=O)c2cccc(OC(F)(F)F)c2)CC1 (stereo unspecified) | -1 | -1
COc1ccc(C)cc1NC(=O)CN1CCN(S(=O)(=O)c2ccc(C(C)C)cc2)CC1 | 19 | 4
CCOc1ccc(-n2c(SCC(=O)NC3CCS(=O)(=O)C3)nnc2-c2cccnc2)cc1 (stereo unspecified) | -9 | 7
Cc1ccc2nc(C)cc(C(=O)OCC(=O)Nc3cccnc3Cl)c2c1 | -8 | 11
CCOc1ccc(C(=O)NCC(=O)NCCOc2ccc(C)cc2)cc1 | -2 | 7
CN=C1CC(C)(C)CC(=O)/C1=C(/O)CCCN1C(=O)c2ccccc2C1=O | 6 | -13
CC1(C)CC2CC(C)(CN2C(=O)COC(=O)c2ccc(Cl)cc2N)C1 (stereo unspecified) | 5 | -3
O=C(O)c1cc(-c2ccc(/C=N/Nc3ccc([N+](=O)[O-])cn3)o2)ccc1Cl | 4 | -3
CN(C)CCNC(C(=O)Nc1cc(Cl)cc(Cl)c1)c1ccccc1 (stereo unspecified) | 14 | 15
O=C(NCc1ccccc1)[C@H]1C[C@@H]1[C@H](NP(=O)(c1ccccc1)c1ccccc1)c1ccccc1 | -26 | -11
CC12CCC(CC1O)C2C(=O)O (stereo unspecified) | 0 | -6
C/C(=N\NC(=O)c1ccc(O)cc1O)c1cccnc1 | 3 | -1
CC(C)C(=O)N1CCN(c2nc(-c3ccccc3)c3c(c2C#N)CC(C)(C)OC3)CC1 | 7 | 6
Oc1ccc2ccccc2c1/C=C/c1ccc2c(Br)cc(Br)c(O)c2n1 | 15 | 5
CCCCNC(=O)CCCCC(=O)N/N=C/c1ccccc1Cl | 14 | 4
COc1ccc(CC2(c3ccccc3)NC(=O)NC2=O)cc1 (stereo unspecified) | 4 | 6
CC(C)NC(=O)C1Cc2c(-c3ccc4c(c3)OCO4)ccnc2O1 (stereo unspecified) | -4 | 5
Nc1c(-c2ccc(F)cc2)cnc2ncnn12 | 14 | -5
CC(C)(C)S(=O)(=O)N1Cc2cc(CO)cc(CCO)c2[C@H]1CCO | 3 | 3
Cc1ccc(-c2nc(CS(=O)CC(=O)N3CCN(c4ncccn4)CC3)c(C)o2)cc1 (stereo unspecified) | 10 | 3
O=C(c1ccc2snnc2c1)N1CCN(c2ccccn2)CC1 | 2 | 1
O=C(NCc1ccco1)c1ccccc1 | 4 | -4
CCC(C(=O)NC1CCN(C)CC1)c1ccccc1 (stereo unspecified) | -8 | -2
Cc1cc(=O)n(CCCc2ccccc2)[nH]1 | 0 | -1
CCN(CC(=O)Nc1cc(Cl)ccc1C)C(=O)Cc1ccsc1 | 6 | 1
CCc1sc(C(=O)Nc2cc(S(=O)(=O)N3CCOCC3)ccc2OC)cc1C | -3 | 15
C/C(=N/NS(C)(=O)=O)c1ccc2ccccc2c1 | -1 | 8
NC1=NC[C@@H](Cc2ccc(O)cc2)N1CCC12CC3CC(CC(C3)C1)C2 | -18 | 0
Cc1ccc(OCC(=O)N(Cc2ccc(N(C)C)cc2)C2CCS(=O)(=O)C2)cc1C (stereo unspecified) | 4 | 5
CCCCCCN1C[C@@H](n2cc(C3CC3)nn2)[C@H](O)C[C@@H]1c1ccc(OC)cc1 | 5 | 6
CCOC(=O)c1sc(/N=C/C2=C(O)CC(C)(C)CC2=O)c(C(=O)OCC)c1C | -4 | -8
Cc1ccc(C(=O)Nc2scc(-c3ccccc3)c2C(=O)O)o1 | 8 | 4

The final six entries of the section above lead into the next.
Compound | TAG inh | TAG inh DAPI viability
C/C(=N/NS(C)(=O)=O)c1ccc2ccccc2c1 | -1 | 8
NC1=NC[C@@H](Cc2ccc(O)cc2)N1CCC12CC3CC(CC(C3)C1)C2 | -18 | 0
Cc1ccc(OCC(=O)N(Cc2ccc(N(C)C)cc2)C2CCS(=O)(=O)C2)cc1C (stereo unspecified) | 4 | 5
CCCCCCN1C[C@@H](n2cc(C3CC3)nn2)[C@H](O)C[C@@H]1c1ccc(OC)cc1 | 5 | 6
CCOC(=O)c1sc(/N=C/C2=C(O)CC(C)(C)CC2=O)c(C(=O)OCC)c1C | -4 | -8
Cc1ccc(C(=O)Nc2scc(-c3ccccc3)c2C(=O)O)o1 | 8 | 4
Cn1c(=O)c2c(nc(Oc3ccc4c(c3)OCO4)n2Cc2ccc(Cl)cc2)n(C)c1=O | 11 | -9
Cc1cc(C(=O)N[C@H](c2ccccc2)[C@@]2(C)C[C@@H]2[C@@H](C)C(=O)Nc2ccc3ccccc3c2)no1 | 9 | -11
O=C(O)CC1(C(=O)O)CC2C=CC1C2 (stereo unspecified) | 5 | 1
C(=N\c1nccs1)/Nc1nccs1 | 10 | -4
CCOc1ccc2nc3sc(C(=O)N4CCN(C)CC4)c(N)c3cc2c1 | 9 | 27
CCN(C(=O)Cn1c(=O)oc2ccccc21)c1cccc(C(F)(F)F)c1 | -7 | -3
CC(=NNC(=O)c1ccncc1)c1ccc(Cl)c(Cl)c1 | 7 | 10
COc1cc(CCCN2C(=O)C(=O)NC[C@@H]2c2ccccc2)cc(OC)c1OC | 7 | 3
Nc1nc(Nc2ccccc2)nc2ccccc12 | 11 | 4
CC(=O)c1cccc(-c2ccnc3c2CC(C(=O)Nc2ccc(C(C)C)cc2)O3)c1 (stereo unspecified) | 20 | -18
COc1ccc2c(C=O)cn(C)c2c1 | 15 | -2
COc1ccc(N2CC(C(=O)NC3=NCCS3)CC2=O)cc1 (stereo unspecified) | 3 | 12
Cc1ccc(C(=O)NC2CCCN(c3ccc(C(F)(F)F)cn3)C2)cn1 (stereo unspecified) | -8 | 0
CCOc1ccc(NC(=O)CCC(=O)c2ccc(Br)cc2)cc1 | 5 | -3
O=C(COC(=O)CSc1ccc([N+](=O)[O-])cc1)NCCCc1ccccc1 | -5 | 6
Cc1cc(C)nc(N2CCCC(C(=O)NCC(c3ccccc3)c3ccccc3)C2)n1 (stereo unspecified) | 41 | -7
Cc1nc(N2CCCCC2)c2ccsc2n1 | -34 | 8
COc1ccc(NC(=O)Nc2nc(C(N)C3CCCCC3)cs2)cc1 (stereo unspecified) | 42 | 0
CC1CCC(CC(=O)O)(C(=O)O)CC1 (stereo unspecified) | -13 | -2
CCCC(=O)Nc1cc2c(cc1C(C)=O)OCCO2 | 14 | 3
COc1ccc(C2C(C(=O)c3ccccc3)N3c4ccccc4C=CC3C2[N+](=O)[O-])cc1 (stereo unspecified) | 0 | 1
Cc1ccc(S(=O)(=O)N2CCN(C(=O)COC(=O)c3cc([N+](=O)[O-])ccc3NCCO)CC2)c(C)c1 | -1 | -10
O=C(c1ccoc1)N1CCN(c2cc(-c3ccncc3)nc3cc(-c4cccc(Cl)c4)nn23)CC1 | 63* | 43*
O=C(O)c1cccc2c1C(=O)c1ccccc1C2=O | -3 | -8

At a glance, part of the list above.
Compound | TAG inh | TAG inh DAPI viability
Cc1ccc(C(=O)NC2CCCN(c3ccc(C(F)(F)F)cn3)C2)cn1 (stereo unspecified) | -8 | 0
CCOc1ccc(NC(=O)CCC(=O)c2ccc(Br)cc2)cc1 | 5 | -3
O=C(COC(=O)CSc1ccc([N+](=O)[O-])cc1)NCCCc1ccccc1 | -5 | 6
Cc1cc(C)nc(N2CCCC(C(=O)NCC(c3ccccc3)c3ccccc3)C2)n1 (stereo unspecified) | 41 | -7
Cc1nc(N2CCCCC2)c2ccsc2n1 | -34 | 8

The list is partial. The share of hits here may be higher or lower than overall.
